Screens from PubChem.
Avidin fluor: green autofluorescence of compounds with avidin beads – biophysical, 488/530 nm, flow cytometry, artefact control, profiling panel. 220,000 compounds, 0.38% hits. fluorescence (KMESF) at 10 µM. compound fluorescence 488/530 nm; stronger effect = higher value; in the data active means fluorescence above about 47; further: inactives centre near 10
Numbers without * were called inactive. An excerpt (hit frequency here may not be typical).

Compound | Avidin fluor
O=C1Nc2ccccc2C1=Nc1ccc(S(=O)(=O)Nc2nccs2)cc1 | 7
COc1cc(/C=C/c2nc3ccc([N+](=O)[O-])cc3s2)ccc1OCC(=O)O | 3
C=C(C)C(=O)Nc1cccc(C2=NOC3(C2)C[C@@H](C(N)=O)N(C(=O)/C=C/CC)C3)c1 (stereo partly drawn) | 7
COc1ccccc1-n1c(=O)[nH]c2c(C(N)=O)nc(-c3cccnc3)nc21 | 6
COCCNC(=O)C1CC2Cn3c(nc4cc5ccccc5cc43)C2N1C (stereo not drawn) | 7
CCN(CC)CCC(c1cc(OC)c(OC)c(OC)c1)c1c(O)cc(OC)cc1OC (stereo not drawn) | 8
O=C1CN2CCC1C/C2=C\c1ccnc2c(Cl)cccc12 (stereo not drawn) | 9
N#CCc1cnc2ccccc2n1 | 3
COc1cc2c(cc1OC)C(C1(O)CCCCC1)NCC2 (stereo not drawn) | 5
CCCCCC(=O)Nc1cccc(C2=NOC3(C2)C[C@@H](C(N)=O)N(C(=O)CC(c2ccccc2)c2ccccc2)C3)c1 (stereo partly drawn) | 11
Nc1ccccc1CNc1nc(NCCO)nc2c1ncn2CCN1CCOCC1 | 10
COc1cc(CCCN2C(N)=NC[C@@H]2c2ccccc2)cc(OC)c1OC | 9
Cc1[nH][nH]c(=O)c1C(c1ccc(-c2cccc(Cl)c2)o1)c1c(C)[nH][nH]c1=O | 6
C/C=C/C=C/C(=O)Nc1cccc(C2=NOC3(C2)C[C@H](C(N)=O)N(C(=O)CC(c2ccccc2)c2ccccc2)C3)c1 (stereo partly drawn) | 9
CCN(CC)C(=O)Cn1ccc(NC(C)=O)nc1=O | 7

Of the compounds above, these contain a carbonyl joined to an NH by a bond outside any ring.
Compound | Avidin fluor
C=C(C)C(=O)Nc1cccc(C2=NOC3(C2)C[C@@H](C(N)=O)N(C(=O)/C=C/CC)C3)c1 (stereo partly drawn) | 7
COc1ccccc1-n1c(=O)[nH]c2c(C(N)=O)nc(-c3cccnc3)nc21 | 6
COCCNC(=O)C1CC2Cn3c(nc4cc5ccccc5cc43)C2N1C (stereo not drawn) | 7
CCCCCC(=O)Nc1cccc(C2=NOC3(C2)C[C@@H](C(N)=O)N(C(=O)CC(c2ccccc2)c2ccccc2)C3)c1 (stereo partly drawn) | 11
C/C=C/C=C/C(=O)Nc1cccc(C2=NOC3(C2)C[C@H](C(N)=O)N(C(=O)CC(c2ccccc2)c2ccccc2)C3)c1 (stereo partly drawn) | 9
CCN(CC)C(=O)Cn1ccc(NC(C)=O)nc1=O | 7

Reprinted at random: 2 entries already listed
Compound | Avidin fluor
O=C1CN2CCC1C/C2=C\c1ccnc2c(Cl)cccc12 (stereo not drawn) | 9
O=C1Nc2ccccc2C1=Nc1ccc(S(=O)(=O)Nc2nccs2)cc1 | 7

Additional compounds.
Compound | Avidin fluor
CCOC(=O)C(CC)(CCC(=O)OC)c1csc(Nc2ccccc2O)n1 (stereo not drawn) | 6
N#Cc1cc([N+](=O)[O-])ccc1NC(=O)COC(=O)CC1CCCC1 | 8
COc1ccc([C@H]2[C@@H]3C=CCC[C@@]3(C)C(=O)N2Cc2ccccc2)cc1Cl | 8
CCCCOc1ccc(Nc2cc(Cl)ccc2C(=O)O)cn1 | 6
Nc1ccc(Br)cc1Br | 9
COc1cccc(OCC(O)CN2CCN(c3ccc(Cl)cc3)CC2)c1 (stereo not drawn) | 8
CCCCCC(=O)Nc1cccc(C2=NOC3(C2)C[C@H](C(N)=O)N(C(=O)CC#N)C3)c1 (stereo partly drawn) | 9
CC(=O)c1ccc(-c2ccccc2[C@H]2[C@H]3C=CC[C@@H](C)[C@@H]3C(=O)N2Cc2ccccc2)cc1 | 9
Cc1ccc(SCCN2CCN(CCc3ccccc3)CCC2=O)cc1 | 9
CCCCNc1ccc(C(CC(N)=O)NC(=O)c2ccccc2)cc1[N+](=O)[O-] (stereo not drawn) | 9
CCCCC(=O)N1C/C=C\C(c2ccc(OC)cc2)N(Cc2ccc(F)cc2)C(=O)[C@H]1Cc1ccccc1 (stereo partly drawn) | 13
CCN(CC)CCC(c1ccc(N(C)C)cc1)c1c(OC)cc(OC)c2c(-c3ccccc3)cc(=O)oc12 (stereo not drawn) | 10
CCC1=C2CC[C@H]3C(=O)N(C)C(=O)[C@H]3[C@H]2[C@@]2(Cc3ccccc3)C(=NCC(=O)OC)OC(=O)N2C1=O | 7
COC(C[C@H](O)[C@@H](C)[C@@H](O)COCc1ccccc1)OC | 8
C/C(=C\CCC1(C)C2CC3C(C2)C31C)C(=O)O (stereo not drawn) | 7

Compound | Avidin fluor
N=C(N)SCc1ncccc1O | 10
COc1ccc(C(CCN2CCCC(C)C2)c2c(OC)cc(OC)c3c(C)cc(=O)oc23)cc1 (stereo not drawn) | 8
CC(C)(C)OC(=O)N1CCC2(CC1)Oc1ccc(F)cc1C(=O)C21CC(c2cccnc2)=NO1 (stereo not drawn) | 17
COC(=O)CN=C1OC(=O)N2C(=O)C3=C4[C@@H](C[C@H]5C(=O)N(c6ccccc6)C(=O)[C@H]5[C@H]4[C@@]12Cc1ccccc1)[C@H]1C(=O)N(c2ccccc2)C(=O)[C@H]1[C@H]3C | 8
COC(=O)CCCC1=CC2=CC(=O)C(C)(OC(=O)C3CCCC3)C(=O)C2=CO1 (stereo not drawn) | 8
CCCn1nnnc1SCC(=O)Nc1sc(C)c(C)c1C#N | 11
O=C(Nc1ccccc1Cl)Oc1ccc(-c2ccccc2)cc1 | 10
CCOP(=O)(OCC)/C(C#N)=C/c1ccc(-c2ccc(F)cc2F)o1 | 4
Nc1ccc(NC(=S)Nc2ccccc2)cc1 | 7
Cc1ccc(C2=NOC(C)(c3nnc(-c4ccc(F)cc4)o3)C2)cc1 (stereo not drawn) | 7
COc1cc(C2OCC3C(c4cc(OC)c(OC)c(OC)c4)OCC23)cc(OC)c1OC (stereo not drawn) | 8
COc1ccc([C@@]2(O)c3c(ccc(CC=C(C)C)c3O)NC(=O)[C@@H]2OC)cc1 | 8
CC(C)(C(N)=O)c1ccccc1 | 6
Nc1n[nH]c(CO)n1 | 8
O=C(Nc1ccc(O)c(C(=O)O)c1)Oc1ccccc1 | 2

In the list so far, these contain two or more sulfur atoms:
Compound | Avidin fluor
O=C1Nc2ccccc2C1=Nc1ccc(S(=O)(=O)Nc2nccs2)cc1 | 7
CCCn1nnnc1SCC(=O)Nc1sc(C)c(C)c1C#N | 11

Additional results follow.
Compound | Avidin fluor
CCOC(=O)C1CC(C)=C(C)CC1C(=O)O (stereo not drawn) | 2
COc1cc(/C=C/C(=O)OC2CC3CCC2(C)C3(C)C)ccc1O (stereo not drawn) | 17
C=CCN1C=C2C(=O)C(C)(OC(=O)CCc3ccccc3)C(=O)C=C2C=C1c1ccc(C#N)cc1 (stereo not drawn) | 8
CN(CC(=O)NC(=O)NCc1ccco1)CC(=O)Nc1ccccc1Cl | 4
COc1c2c(cc3oc(=O)ccc13)OC(C)(C)C=C2 | 8
CCOP(=O)(OCC)/C(C#N)=C/c1ccc([N+](=O)[O-])cc1 | 2
CC(C)c1cc(-c2cc(-c3ccc(Cl)cc3)on2)nc(NC2CCCC2)n1 | 18
FC(F)(F)c1ccc(CN2C[C@@H]3C(c4ccc(C(F)(F)F)cc4)C4(c5cccnc5)CC3(C4)[C@H]2c2ccccc2)cc1 (stereo partly drawn) | 9
Cn1c(=O)c2c(ncn2CC(=O)N/N=C/C=C\c2ccccc2[N+](=O)[O-])n(C)c1=O | 5
CCOC(=O)c1ccc(NC(=O)c2nc[nH]c2C(=O)N2CCC(C)CC2)cc1 | 11
CCCCS(=O)(=O)N1C2=NC(C(=O)OC)=C(C(=O)OC)[C@@H]3N(C)c4ccc(OC)cc4[C@]23C[C@H]1C(=O)OC | 9
COc1cc(OC)c2ccc(=O)oc2c1C(CC(=O)N1CCCC1)c1ccc2c(c1)OCO2 (stereo not drawn) | 9
CC(C)C[C@H](NC(=O)c1[nH]cnc1C(=O)N[C@@H](C)c1ccccc1)C(=O)OCc1ccccc1 | 8
COc1cc(O)c(C(C)=O)c(CC(=O)O)c1 | 7
COC(=O)CCC(=O)OC1(C)C(=O)C2=COC(c3ccc(OC)cc3)=CC2=C(Br)C1=O (stereo not drawn) | 9

Compound | Avidin fluor
COc1cc(C2c3cc4c(cc3C(OC3OC5COC(c6cccs6)OC5C(O)C3O)C3COC(=O)C23)OCO4)cc(OC)c1O (stereo not drawn) | 6
CC1(C)CC(N2CCN(CCO)CC2)=CC(=S)N1 | 6
CC(C)c1nnc(NC(=O)CCC(=O)NC2CCCCC2)s1 | 4
COc1ccc(C2CN=NC2C(=O)c2ccccc2)cc1 (stereo not drawn) | 8
C[C@H](NC(=O)c1[nH]cnc1C(=O)Nc1ccc(CNC(=O)OC(C)(C)C)cc1)C(=O)OCc1ccccc1 | 11
C=C1CCN([C@H](C(=O)NCc2ccc(Cl)cc2)C(C)C)S(=O)(=O)c2ccccc21 | 14
CN(C)c1cccc(/C=C(\C#N)c2ccccc2)c1 | 4
COC(=O)[C@@H]1C[C@@H]2CC[C@@H](O)C[C@@H]2N1Cc1ccc(Cl)cc1 | 8
O=C(CCc1ccccc1)c1c(O)cc(O)cc1O | 7
O=C(O)Cn1ccc2ccccc21 | 9
CC(C)(C)OC(=O)N1Cc2cc3ccccc3nc2C1CO (stereo not drawn) | 2
COc1cccc(OCC(O)CN2CCN(c3ccccc3)CC2)c1 (stereo not drawn) | 8
COC(C[C@@H](O)CC(=O)[C@@H](C)OCc1ccccc1)OC | 8
CCC(=O)N1CCC2(CC1)Oc1ccc(Cl)cc1C(=O)C21CC(c2ccc(Cl)cc2)=NO1 (stereo not drawn) | 13
C=C1CCN(C(C(=O)OC)C(C)C)S(=O)(=O)c2ccc(F)cc21 (stereo not drawn) | 13

Copied from the results shown (2 entries):
Compound | Avidin fluor
CC(C)(C(N)=O)c1ccccc1 | 6
Nc1n[nH]c(CO)n1 | 8

Carrying on.
Compound | Avidin fluor
Cn1c(=O)c2[nH]c(N/N=C(/C#N)C(N)=O)nc2n(C)c1=O | 7
COc1cc([N+](=O)[O-])ccc1NC(=O)Oc1ccc(NC(C)=O)cc1 | 3
CC(C)Oc1ccc(C(=O)O)cc1 | 5
NC(=O)/C(=C\c1ccncc1)c1cccc2ccccc12 | 3
COc1ccc(NC2=CC(=S)NC(C)(C)C2)cc1 | 7
COc1cc2c(c(OC)c1OC)-c1c(cc(OC)c(OC)c1OC)C[C@](C)(O)[C@@H](C)C2 | 7
S=C(Sc1ccc(Cl)cc1)Sc1ccc(Cl)cc1 | 6
CCC1=C(OC(=O)N(CC)CC)N2C(=O)OC(=NCCc3c[nH]c4ccccc34)[C@]2(C)[C@H]2C1=CC[C@H]1C(=O)N(CC(=O)OC)C(=O)[C@H]12 | 8
C=C1SC(=Nc2ccccc2Cl)N(C(=O)c2sc3ccccc3c2Cl)C1(C)C | -2
O=C(c1ccc(-c2ccccc2)cc1)c1ccc([N+](=O)[O-])cc1 | 10
C/C=C(/C)C(=O)Nc1cccc(C2=NOC3(C2)C[C@@H](C(N)=O)N(C(=O)CC)C3)c1 (stereo partly drawn) | 16
Cc1ccc(-c2ccc(/C=N/NC(=O)c3ccccc3O)o2)cc1 | 11
Cn1c(=O)c2[nH]c(N3CCCCC3)nc2n(C)c1=O | 6
C/C=C/C=C\C(=O)Nc1cccc(C2=NOC3(C2)C[C@@H](C(N)=O)N(C(=O)c2cc([N+](=O)[O-])cc([N+](=O)[O-])c2)C3)c1 (stereo partly drawn) | 11
N#CC1CC(c2ccccc2)Nc2cc(Cl)ccc2N1 (stereo not drawn) | 9

Compound | Avidin fluor
C/C=C\C=C/C(=O)Nc1cccc(C2=NOC3(C2)C[C@@H](C(N)=O)N(C(=O)/C=C/C=C\C)C3)c1 (stereo partly drawn) | 6
Nc1nc(=S)c2ncn(C3OC(CO)C(O)C3O)c2[nH]1 (stereo not drawn) | 11
CCNc1ccccc1C(=O)O | 5
C=CCN=C(NC#N)SC | 7
O=C(O)c1ccccc1C(=O)Nc1cccc([N+](=O)[O-])c1 | 5
COc1ccc(C[C@H]2CN3C(=NC[C@@H]3Cc3ccccc3)N2C[C@H](C)NC(=O)CCC2CCCCC2)cc1 | 6
CCc1nn2c(=O)cc(COc3ccc(/C=C4\C(=N)N5N=C(CC(C)C)SC5=NC4=O)cc3)nc2s1 | 7
COC(=O)[C@@H]1C[C@@H]2CC[C@@H](O)C[C@@H]2N1Cc1ccc(N2CCN(C)CC2)cc1 | 7
COc1cc(OC)c2ccc(=O)oc2c1C(CC(=O)N1CCOCC1)c1ccc2c(c1)OCO2 (stereo not drawn) | 8
CCSc1nc(O)cc(=O)[nH]1 | 9
COc1ccc(Br)c2c1C(=O)CC2 | 6
CC(=O)Nc1nc(C)c(CCC2OCCO2)c(=O)[nH]1 | 7
O=C1CCC(=O)N1CC(O)COc1ccccc1 (stereo not drawn) | 4
CCCCCCN(C(=O)CCCCCN1C(=O)NC(c2ccc(-c3ccccc3)cc2)C(C(=O)OCc2ccccc2)=C1C)C(C(=O)NCCCC)C1CCCCC1 (stereo not drawn) | 9
Cc1nc(-c2ccccc2)sc1C1(C)CC(c2c(Cl)cccc2Cl)=NO1 (stereo not drawn) | 8

Compound | Avidin fluor
C=C(C(=O)O)C1CCC2(C)CCCC(C)(O)C2C1 (stereo not drawn) | 8
C[C@@H]1CC=C[C@H]2[C@H]1C(=O)N(Cc1ccccc1)[C@H]2c1ccc(-c2ccc(N(C)C)cc2)cc1F | 8
Cc1cc(Br)c(NC(=O)c2c(-c3c(Cl)cccc3Cl)noc2C)c(Br)c1 | 5
COc1cc2[nH]c(C(=O)NN)c(N)c2cc1OC | 6
COc1ccc(C=C2C(=O)OC(C)(C)OC2=O)cc1OC | 6
C=C1c2ccccc2S(=O)(=O)N(Cc2ccccc2)C1COCc1ccccc1 (stereo not drawn) | 7
O=C(/C=C/c1ccc(O)cc1)c1c(O)cc(O)cc1O | 8
CC(C)(NC(=O)c1cc(Cl)c2ccccc2c1O)C(=O)O | 3
CC(=O)Oc1ccc2c(c1)O/C(=C\c1ccncc1)C2=O | 3
CCCN1CCC(=O)N([C@H](CSc2ccc(C)cc2)Cc2ccccc2)CC1 | 16
COc1cc(NC(=O)c2cc(C)on2)cc(C(=O)Nc2cccc(C(F)(F)F)c2)c1 | 10
Cc1ccccc1NC(=S)Nc1ccccn1 | 7
